# GAA glycogen mod – GAA glycogen-cleavage inhibition or activation. recombinant GAA, glycogen substrate, Amplex Red glucose oxidase fluorescence. Potency, µM (top dose mostly 76.4 µM), without a hit: at the top dose activity change, negative = inhibition, most hits filed as inhibitors. 0.38% of 300,000 active. AID 2100;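 also: 0% = full enzyme reaction and -100% = no-enzyme basal signal; the screen sought inhibitors and activators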
#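 Recombinant human enzyme (4 nM); glycogen substrate; 37 C, 40 min, pH 5.0. Readout: coupled glucose oxidase/Amplex Red fluorescence.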
# SMN2 splice up – increases expression of the SMN2 splice variant; HEK293 SMN2-luciferase splicing reporter, luminescence, 30-36 h; 2.8% of 210,000 active; Potency, µM (series often up to 46.1 µM), without a hit: top-dose activity change, positive = activation, usual class: activators; AID 1458; also: % of control where 0% means no effect; nearly all actives have a fitted effect of over 55% in size
#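 HEK293 cells carry an SMN2 minigene-luciferase reporter in which exon 7 inclusion puts luciferase in frame. Cells were seeded at 2000 cells/well, attached for 10-12 hours, then exposed to compounds for 30-36 hours at 37C before ONE-Glo luminescence.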
# ALDH1A1 inh – ALDH1A1 (human) enzyme inhibition; P00352; Purified ALDH1A1, NADH fluorescence, propionaldehyde substrate; Potency, µM (top dose mostly 75.3 µM), for the others: at the highest dose activity, negative = inhibition, most hits filed as inhibitors; 7.3% of 220,000 active; AID 1030; active = well fitted inhibition curve with a large enough effect, not every such curve was filed as active; inconclusive = small, poorly fitted or top-dose-only effect, or another doubt; inactive = no such curve, though single readings can be large or run the other way;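 also: plate controls were no enzyme wells and a reference inhibitor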
# Target sequence (P00352 whole entry, looked up): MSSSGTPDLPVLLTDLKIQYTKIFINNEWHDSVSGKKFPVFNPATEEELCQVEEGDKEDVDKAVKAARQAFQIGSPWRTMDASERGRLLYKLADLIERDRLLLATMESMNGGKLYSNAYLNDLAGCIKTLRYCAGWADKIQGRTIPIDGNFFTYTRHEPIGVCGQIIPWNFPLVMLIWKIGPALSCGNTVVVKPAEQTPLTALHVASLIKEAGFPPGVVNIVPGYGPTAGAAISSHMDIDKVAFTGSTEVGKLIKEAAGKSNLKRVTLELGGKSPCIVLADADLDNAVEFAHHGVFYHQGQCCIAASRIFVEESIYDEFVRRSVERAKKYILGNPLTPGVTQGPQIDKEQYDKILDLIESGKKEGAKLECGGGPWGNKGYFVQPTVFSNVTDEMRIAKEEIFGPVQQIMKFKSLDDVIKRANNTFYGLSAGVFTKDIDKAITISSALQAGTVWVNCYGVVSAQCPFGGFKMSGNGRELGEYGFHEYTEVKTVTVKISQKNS
# GAA inhib – inhibitors of human lysosomal alpha-glucosidase. purified human GAA, 4-MU-alpha-glucoside fluorescence. Potency, µM (titrated, usually from 76.9 µM), for the others: top-dose activity change, negative = inhibition, hits mostly inhibitors. 0.005% of 200,000 active. AID 1466;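 also: plate controls were uninhibited enzyme wells for no effect and no-enzyme background for full effect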
#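 Fluorogenic assay: 4 nM human alpha-glucosidase with 400 uM 4-methylumbelliferyl-alpha-D-pyranoside in 50 mM citrate/phosphate, 0.005% Tween-20, pH 5.0, 20 min at room temperature. Compounds tested up to 77 uM; AC50 from Hill fits.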
# KDM4E inh – JMJD2E (human) inhibition | B2RXH2 | JMJD2E catalytic domain, FDH-coupled NADH fluorescence (FDH is formaldehyde dehydrogenase) | Potency, µM (doses to about 57.1 µM), for inactives: at the highest dose activity change, negative = inhibition, hits mostly inhibitors | 1.6% of 230,000 active | AID 2147; active = well fitted inhibition curve with a large enough effect, not every such curve was filed as active; inconclusive = small, poorly fitted or top-dose-only effect, or another doubt; inactive = no such curve, though single readings can be large or run the other way;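 also: 0% = wells with enzyme and -100% = buffer wells without enzyme; nearly all actives have a fitted effect of over 50% in size; many of its hits are not listed in these tables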
# RGS12 GoLoco inh – inhibitors of human Gai1-RGS12 GoLoco interaction (red fluorophore); P63096; Gai1:RGS12 GoLoco peptide FP, rhodamine, 10 min; Potency, µM (top dose mostly 61.6 µM), without a hit: top-dose activity, negative = inhibition, usual class: inhibitors; 0.44% of 230,000 active; AID 880; active = well fitted inhibition curve with a large enough effect, not every such curve was filed as active; inactive = no such curve, though single readings can be large or run the other way; also: % is scaled to controls: 0 for no effect and ±100 for the full control effect; nearly all actives have a fitted effect of over 30% in size; many of its hits are not listed in these tables
# aGlu spleen mod – inhibitors or activators of human alpha-glucosidase in spleen homogenate. 0.006% of 240,000 active. Potency, µM (doses to about 79.9 µM), for inactives: at the highest dose activity change, negative = inhibition, hits mostly inhibitors. human spleen homogenate, 4-MU-alpha-glucoside fluorescence. P10253;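 also: 0% = enzyme with vehicle and -100% = no enzyme basal signal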
#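 AC50 values come from Hill-equation fits of concentration-response data, normalized to no-enzyme and full-activity controls. Enzyme source: 1 ug human spleen homogenate; 1 mM fluorogenic 4-MU glucoside, pH 5.0 citrate buffer, 37 C, 40 min.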
# aGal spleen mod – inhibitors or activators of human alpha-galactosidase in spleen homogenate | P06280 | AID 2107 | 0.008% of 240,000 active | Potency, µM (doses to about 80 µM), inactives show at the top dose activity change, negative = inhibition, usual class: inhibitors | human spleen homogenate, 4MU-alpha-Gal fluorescence, 40 min;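 also: 0% = enzyme with vehicle and -100% = no enzyme basal signal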
# Target sequence (P06280 32-429 limits assumed): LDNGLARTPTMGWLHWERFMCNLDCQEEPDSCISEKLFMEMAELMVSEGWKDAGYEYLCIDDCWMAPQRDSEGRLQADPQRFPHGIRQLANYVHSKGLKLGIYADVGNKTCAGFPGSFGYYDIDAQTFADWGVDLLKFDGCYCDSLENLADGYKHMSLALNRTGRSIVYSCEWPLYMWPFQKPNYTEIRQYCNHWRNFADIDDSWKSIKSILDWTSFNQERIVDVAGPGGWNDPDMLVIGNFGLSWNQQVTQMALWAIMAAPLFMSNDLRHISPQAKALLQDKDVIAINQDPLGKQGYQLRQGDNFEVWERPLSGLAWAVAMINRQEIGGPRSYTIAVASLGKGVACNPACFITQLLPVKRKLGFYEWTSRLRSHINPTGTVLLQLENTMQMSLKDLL
#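 Inhibition or activation of alpha-galactosidase in human spleen homogenate is scored by 4-MU fluorescence after 40 min at 37C, pH 5.0, with 1 mM substrate. AC50s come from concentration-response fitted to the Hill equation.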
# Starred values were filed as active, the others as inactive; ? = inconclusive; . = not tested or not shown; [ ] = remark or other dose. Unless noted, calls follow the shape of the dose curve; as a rule, active = well fitted curve in the direction sought with a large enough effect; inconclusive = small, poorly fitted or top-dose-only effect, or another doubt; inactive = no such curve, though single readings can be large; an effect the other way counts as inactive or inconclusive. Potency is read from the fitted curve at half-maximal effect. Only part of the results is shown; rates above refer to the full screens.
SMILES	GAA glycogen mod	SMN2 splice up	ALDH1A1 inh	GAA inhib	KDM4E inh	RGS12 GoLoco inh	aGlu spleen mod	aGal spleen mod
COc1ccccc1N(CC(O)Cn1c(C)nc2ccccc21)S(=O)(=O)c1ccccc1 (stereo unspecified)	-0.9%	13.3%	-1.9%	4.8%	11.3%	1.5%	3.0%	3.9%
CN1CCN(C(=S)Nc2ccc([N+](=O)[O-])cc2)CC1	?	-1.3%	-2.4%	-13.9%	-1.0%	5.2%	-7.7%	4.3%
CCCn1c(SCC(=O)Nc2cccc(Cl)c2Cl)n[nH]c1=O	-13.0%	-8.4%	-2.2%	1.0%	4.6%	-8.6%	.	-5.9%
O=C(CSc1n[nH]c(=O)n1C1CC1)c1ccc2c(c1)OCCO2	2.3%	.	?	-11.1%	-1.3%	5.8%	12.2%	-3.9%
CCOC(=O)c1cc(-c2ccc(F)cc2)n(CC(=O)NCc2ccccn2)c1C	3.0%	-12.2%	5.0%	1.4%	2.6%	10.7%	7.7%	4.6%
N[C@@H](Cc1ccc(F)cc1)C(=O)O	.	-5.0%	?	.	-10.8%	-3.8%	-9.8%	-10.0%
O=C(NC(Cc1c[nH]c2ccccc12)C(=O)O)c1ccco1 (stereo unspecified)	-20.0%	-6.3%	14.8%	-7.2%	-15.8%	-15.4%	2.1%	4.0%
COC(=O)c1ccc(NC(=O)NC2CCCCC2)cc1	3.4%	12.6µM*	16.1%	-5.1%	2.9%	-7.8%	4.7%	-2.6%
O=c1cc(CSc2nnc(-c3ccco3)o2)c2ccccc2[nH]1	3.3%	19.4%	-2.5%	0.3%	-6.9%	-7.4%	-3.5%	2.0%
COc1ccc(S(=O)(=O)N(C)c2ccc(C(=O)NCCC(C)C)cc2)cc1	9.0%	-4.5%	-15.9%	-8.8%	6.1%	-2.4%	6.6%	20.1%
O=C(N/N=C/c1cccs1)C(=O)Nc1cccc(Cl)c1	5.7%	17.7%	-4.7%	-7.3%	-3.2%	8.7%	1.8%	-3.1%
CCOC(=O)C(C)C1(O)c2ccccc2-c2ncccc21 (stereo unspecified)	1.9%	4.3%	-1.9%	6.0%	-1.0%	11.3%	-2.7%	1.1%
CCOC(=O)N1CCN(CC(=O)c2c[nH]c3ccc(F)cc23)CC1	9.1%	-9.4%	?	-0.4%	-6.5%	-0.4%	0.0%	-8.5%
CC(NC(=O)Cc1ccsc1)c1ccc(S(N)(=O)=O)cc1 (stereo unspecified)	9.2%	-12.9%	10.0%	-9.3%	5.2%	6.5%	-4.5%	10.2%
C=CCC(=O)OCC(=O)Nc1ccc(Oc2ccccc2)cc1	-6.7%	-8.8%	?	?	-1.4%	-6.2%	2.9%	6.6%
Cc1c(Cl)cccc1N(CC(=O)N1CCCCCC1)S(C)(=O)=O	-14.1%	16.7%	0.9%	2.5%	2.0%	4.3%	4.3%	11.0%
O=C(c1ccc2c(c1)OCO2)C1CCCN(C(=O)Nc2ccc(F)cc2F)C1 (stereo unspecified)	16.8%	-2.6%	-3.5%	7.1%	-10.1%	3.2%	8.3%	7.1%
CCOC(=O)C(NCCc1ccc(F)cc1)(NC(=O)CC)C(F)(F)F (stereo unspecified)	11.7%	-7.1%	12.1%	0.3%	5.5%	4.2%	1.0%	-5.8%
O=C(CSc1ncnc2scc(-c3ccc(F)cc3)c12)c1ccc2c(c1)OCCO2	13.8%	-65.5%[inhibitor]	-14.9%	0.6%	-2.5%	4.8%	-4.2%	-3.5%
CN1CCN(C(=O)CSc2nc(-c3cccs3)ccc2C#N)CC1	-5.6%	7.3%	?	?	?	24.7%	12.3%	?
COc1ccc(S(=O)(=O)NCC2CCCN(C(=O)CNC(C)=O)C2)cc1 (stereo unspecified)	18.8%	.	?	3.1%	5.6%	-8.6%	3.8%	0.4%
CCOc1cccc2cc(C(=O)Nc3ccccc3-c3ccccc3)c(=O)oc12	1.7%	-2.5%	0.141µM*	1.2%	-3.3%	2.5%	0.3%	?
Cc1ccc(N=Cc2c(O)n(-c3ccc4c(c3)OCO4)c(=O)c3ccccc23)cc1	10.1%	-19.7%	-4.9%	-0.3%	-0.6%	6.5%	-1.8%	-0.4%
C#CCOC(=O)CCCC(=O)NCCCCCCCC	2.8%	9.2%	4.6%	-3.0%	-2.2%	11.6%	.	1.2%
C=CCNc1cnn(-c2ccc(C)cc2)c(=O)c1Sc1ccc(C)cc1	5.1%	9.7%	10µM*	0.0%	?	1.3%	-5.8%	-5.8%
COC(=O)Nc1nnc(-c2ccccc2Cl)s1	-3.8%	?	?	4.1%	?	4.8%	-2.4%	-5.2%
CN(C)c1nc2c(c(=O)[nH]c(=O)n2C)n1Cc1ccccc1Br	9.4%	2.7%	7.7%	-0.2%	7.7%	6.8%	2.7%	3.3%
COC(=O)C1=C(C)N(CC2CCCO2)C(=O)C1 (stereo unspecified)	-8.3%	-2.2%	0.2%	1.9%	3.4%	-0.3%	0.0%	-3.3%
CCCC(c1nnnn1CC(=O)OCC)N(Cc1cc2ccc(C)cc2[nH]c1=O)C1CCCC1 (stereo unspecified)	1.6%	-3.7%	?	6.7%	?	4.3%	-3.2%	-21.7%
CCN(CC)S(=O)(=O)c1cccc(NC(=O)COc2ccc(C#N)cc2OC)c1	-3.9%	-21.3%	?	-8.7%	-5.8%	4.6%	5.2%	3.4%
CN(C1CCCCC1)S(=O)(=O)c1ccc(NC(=S)NC(=O)c2cccs2)cc1	?	-20.6%	22.4µM*	-9.2%	-1.1%	4.1%	0.7%	9.4%
CCC(=O)NS(=O)(=O)c1ccc(N=NN2CCCCC2)cc1	0.3%	-14.6%	2.7%	3.8%	-0.7%	3.4%	1.0%	4.0%
CCCCCCCCCCSc1n[nH]c(NC(C)=O)n1	2.3%	?	7.3%	0.4%	11.3%	-5.7%	-2.7%	0.3%
Cc1ccc(CC(NC(=O)c2ccccc2)C(=O)NCC(=O)O)cc1 (stereo unspecified)	0.6%	22.8%	7.3%	-1.1%	0.7%	-9.3%	-9.6%	-23.8%
Cc1cccc(NC(=O)C(=O)NCc2ccc3c(c2)OCO3)c1C	-5.8%	.	11.5%	?	-22.3%	-0.2%	-2.7%	1.1%
O=c1n(-c2ccccc2)c(=O)n2n1CCC2	2.9%	23.1%	2.3%	-1.0%	-4.6%	-1.6%	-11.7%	-5.2%
O=C(O)[C@@H]1Cc2ccccc2N1	-6.2%	.	-11.8%	?	-21.9%	8.3%	-16.1%	3.9%
CCn1c(SCC(=O)Nc2oc(-c3ccccc3)c(-c3ccccc3)c2C#N)nnc1-c1cc(OC)cc(OC)c1	-13.7%	-6.4%	-6.0%	-10.7%	-7.0%	5.3%	-3.4%	4.2%
O=C(O)CCC(=O)c1ccc2c(c1)OCCO2	11.6%	11.9%	12.0%	-8.3%[15.4 µM]	-11.2%	6.7%	-2.1%	-1.1%
COCCCNC(=O)c1ccc(N2CCCC2)c(NS(=O)(=O)c2ccc(C)cc2)c1	-27.7%	-12.4%	14.1µM*	-11.8%	?	-14.8%	-6.3%	5.8%
Cn1nnc2cc(NC(=O)N3CCN(c4ccccn4)CC3)ccc21	2.3%	14.7%	-1.0%	-0.6%	?	11.3%	-1.0%	4.3%
CC(=O)N1N=C(c2cccc(Br)c2)OC12CCCC2	-2.6%	.	?	?	-17.5%	-0.2%	-15.7%	1.3%
CC(=O)Nc1sc2c(c1C(=O)N1CCOCC1)CCCCC2	0.8%	26.8%	?	-4.2%	7.4%	-9.1%	-4.8%	1.9%
O=C(O)c1cccc(NC(=S)NC(=O)c2ccncc2)c1	-7.6%	8.0%	3.7%	6.3%	?	-0.3%	4.2%	4.5%
COCCNC(=O)CN(CCc1ccccc1)S(=O)(=O)c1ccc(OC)cc1	-2.7%	2.4%	?	-1.6%	2.9%	11.2%	4.5%	6.0%

# Three entries from above, sorted by SMILES length, lowest first.
SMILES	GAA glycogen mod	SMN2 splice up	ALDH1A1 inh	GAA inhib	KDM4E inh	RGS12 GoLoco inh	aGlu spleen mod	aGal spleen mod
Cn1nnc2cc(NC(=O)N3CCN(c4ccccn4)CC3)ccc21	2.3%	14.7%	-1.0%	-0.6%	?	11.3%	-1.0%	4.3%
Cc1ccc(CC(NC(=O)c2ccccc2)C(=O)NCC(=O)O)cc1 (stereo unspecified)	0.6%	22.8%	7.3%	-1.1%	0.7%	-9.3%	-9.6%	-23.8%
COCCNC(=O)CN(CCc1ccccc1)S(=O)(=O)c1ccc(OC)cc1	-2.7%	2.4%	?	-1.6%	2.9%	11.2%	4.5%	6.0%

# (cont.)
SMILES	GAA glycogen mod	SMN2 splice up	ALDH1A1 inh	GAA inhib	KDM4E inh	RGS12 GoLoco inh	aGlu spleen mod	aGal spleen mod
COc1cccc(-n2c(Cc3cc(=O)[nH]c(=O)[nH]3)nnc2SCC(=O)N2CCCC2)c1	4.7%	7.2%	6.5%	2.0%	6.7%	0.4%	4.3%	-0.3%
CCn1cc(CNCc2ccc(OCC(O)CN(C)Cc3ccccc3)cc2)cn1 (stereo unspecified)	-8.6%	-19.3%	-1.2%	?	4.7%	6.9%	6.4%	5.0%
COc1ccccc1NC(=O)CCSc1nnc(-c2ccco2)o1	5.0%	5.4%	2.0%	4.7%	-6.3%	13.9%	0.3%	1.7%
COCCn1c(=N)c(C(=O)NCc2ccco2)cc2c(=O)n3ccccc3nc21	4.3%	-20.7%	?	6.2%	?	4.3%	6.2%	2.3%
O=C(O)CC(c1ccc(Cl)cc1)n1cccc1 (stereo unspecified)	8.5%	-7.9%	3.1%	-5.3%	-0.3%	7.7%	-14.9%	-14.2%
CC12CC3CC(C)(C1)CC(CN)(C3)C2	7.2%	0.6%	14.7%	0.5%	1.6%	-0.7%	-4.0%	5.3%
CCOC(=O)c1cc(-c2cccnc2)nn1-c1ccccc1	4.9%	10.2%	-7.6%	4.6%	-5.9%	-2.7%	-9.4%	0.9%
O=C(NCc1ccccc1)C(=O)NCC1OCCN1C(=O)c1cccs1 (stereo unspecified)	0.1%	0.8%	-3.2%	1.0%	4.8%	-13.4%	-1.4%	-0.8%
O=C(COC(=O)C1CC(=O)N(Cc2ccco2)C1)c1ccc(OC(=O)c2ccccc2)cc1 (stereo unspecified)	-3.5%	7.0%	14.1µM*	2.8%	0.0%	-6.7%	-5.0%	5.0%

# Screening results as filed in PubChem.
